# Assay outcomes deposited in PubChem BioAssay by several laboratories.
# dFosB act = activators of delta FosB homodimer, primary screen, biochemical, fluorescence polarization, TAMRA-CDK5 oligo, single point; Protein FosB (Mus musculus), P13346; purified delta FosB; percent of positive-control signal above neutral wells; activation, % at 25 µM; 340,000 compounds, 0.99% hits;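 active means mean activation above about 17%, with every replicate also reaching it, limit read from the data, passing the limit was not always enough; inconclusive means only one of the two conditions met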;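 further: fluorescence polarization rise as delta FosB binds a TAMRA Cdk5 AP-1 oligo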
# Target sequence (P13346 whole entry, looked up): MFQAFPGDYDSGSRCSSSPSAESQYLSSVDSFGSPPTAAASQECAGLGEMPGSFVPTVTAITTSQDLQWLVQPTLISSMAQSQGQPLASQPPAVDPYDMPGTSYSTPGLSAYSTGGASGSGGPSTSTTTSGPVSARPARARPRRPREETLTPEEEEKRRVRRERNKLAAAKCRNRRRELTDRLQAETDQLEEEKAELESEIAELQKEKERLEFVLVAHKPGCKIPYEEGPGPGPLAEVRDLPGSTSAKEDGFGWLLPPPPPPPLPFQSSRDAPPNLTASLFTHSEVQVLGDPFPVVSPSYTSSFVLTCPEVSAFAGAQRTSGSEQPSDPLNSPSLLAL
# NSD2 HMT inh = NSD2 histone methyltransferase inhibitors, primary screen, biochemical, AlphaScreen, single concentration, set 2 | AID 743445, 2014 | 310,000 compounds, 0.54% hits | inhibition, % at 12.5 µM | Histone-lysine N-methyltransferase NSD2 (Homo sapiens), O96028 | NSD2 peptide methylation, 120 min; in the data active means inhibition above about 50%
# C-LANA FP = inhibitors of KSHV C-LANA binding to DNA, primary screen, biochemical, fluorescence polarization, FAM-LBS DNA, MBP-C-LANA, single point. Kaposi's sarcoma herpesvirus LANA C-terminal domain (residues 932-1162) DNA binding. inhibition, % at 9 µM. 340,000 compounds, 0.078% hits;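 active means highest replicate inhibition at or above 60% at 9 µM, even if other replicates fall short; inactive means all replicates below 60% inhibition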;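 further: 0% = neutral control wells and 100% = 4 µM acridine orange control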
# PfHsp90 set2 = growth inhibition of PfHsp90-expressing yeast, primary screen, antimalarial PfHsp90 inhibitor project, S. cerevisiae, BacTiter-Glo luminescence, single point, set 2; BacTiter-Glo ATP, 48 h; yeast lacking PDR1 and PDR3 efflux regulators; inhibition, % at 9.4 µM; 310,000 compounds, 0.32% hits;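 active means every replicate shows inhibition above about 80%, whatever the replicate mean, limit read from the data; inconclusive means mean inhibition reaches the set limit but some replicate falls short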;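 further: 0% = DMSO neutral controls and 100% = 20 µM radicicol positive controls; yeast relying on Plasmodium falciparum Hsp90 in place of its own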
# Mot1-301 SUMO = yeast Mot1-301 growth rescue at high temperature, primary screen, SUMOylation pathway inhibitor project, S. cerevisiae, ATP luminescence, 38.5C; growth rescue, % at 18.8 µM; 320,000 compounds, 1% hits; AID 2716, 2010; S. cerevisiae Mot1-301 growth rescue; percent above DMSO median, 100 means doubled;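 active means every valid replicate shows activation above 250% relative to neutral control wells; inactive means the rest, any valid replicate at or below 250%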;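 further: OY570 slx delta 5 strain wells were the positive control but not used for scaling; some compounds called inactive have numbers as strong as hits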
# cardiac RTF act = cardiac RTF calcium sensitivity activators, primary screen, biochemical, IANBD-TnC fluorescence, EC20 calcium. Troponin I, cardiac muscle (Homo sapiens) + Troponin T, cardiac muscle (Homo sapiens) + …. activation, % at 7.2 µM. 340,000 compounds, 0.24% hits. IANBD-labeled TnC RTF fluorescence at EC20 calcium; 0% EC20 calcium, 100% full calcium;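 active means activation above the mean over all tested compounds plus 3 SD, cut at about 30% in these data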;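 further: rise in fluorescence read as greater calcium sensitivity of cardiac thin filaments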
# Keap1-Nrf2 PPI = Keap1-Nrf2 protein-protein interaction inhibitors, primary screen, biochemical, fluorescence polarization, single point; inhibition, % at 9.4 µM; AID 504523, 2011; Keap1 Kelch-Nrf2 peptide fluorescence polarization, 1536-well; Kelch-like ECH-associated protein 1 (Homo sapiens), Q14145; 340,000 compounds, 0.15% hits; in the data active means inhibition above about 12%; inconclusive means no clear call, values can overlap the other calls; inactive means below about 7.3%;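 further: human Keap1 Kelch domain with fluorescein labeled Nrf2 9mer peptide probe; 0% = neutral control wells and 100% = peptide positive control; higher means more block of Keap1 binding to Nrf2 peptide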
# RTF Ca sens inh = cardiac RTF calcium sensitivity inhibitors, primary screen, biochemical, IANBD-TnC fluorescence, EC70 calcium. inhibition, % at 7.15 µM. Troponin I, cardiac muscle (Homo sapiens) + Troponin T, cardiac muscle (Homo sapiens) + …. IANBD-labeled cardiac RTF, Ca2+ fluorescence. AID 493244, 2011. 340,000 compounds, 0.12% hits;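 active means inhibition above the mean inhibition of all tested compounds plus 3 SD, cut at about 17% in these data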;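 further: assay run at fixed EC70 calcium of 1.6 mM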
# PvdQ inh = P. aeruginosa PvdQ acylase inhibitors, primary screen, biochemical, fluorescence, plate reader and imaging, single point; PvdQ acylase [Pseudomonas aeruginosa LESB58]; purified PvdQ acylase; inhibition, % at 10 µM; 340,000 compounds, 0.063% hits; AID 488965, 2010; in the data active means inhibition above about 30%, passing the limit was not always enough; inconclusive means no clear call, values can overlap the other calls;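 further: 0% = vehicle neutral wells and 100% = reference inhibitor wells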
# Rtt109 Vps75 = inhibitors of C. albicans Rtt109/Vps75 HAT, primary screen, biochemical, ThioGlo CoA-SH fluorescence, plate reader; purified Rtt109/Vps75, 4 h; inhibition, % at 34.9 µM; 330,000 compounds, 0.16% hits; AID 540336, 2011;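 active means inhibition of at least 50% in every replicate; inconclusive means best replicate reaches 50% inhibition but some replicates fall short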
# Target sequence (Q5AAJ8 whole entry, looked up): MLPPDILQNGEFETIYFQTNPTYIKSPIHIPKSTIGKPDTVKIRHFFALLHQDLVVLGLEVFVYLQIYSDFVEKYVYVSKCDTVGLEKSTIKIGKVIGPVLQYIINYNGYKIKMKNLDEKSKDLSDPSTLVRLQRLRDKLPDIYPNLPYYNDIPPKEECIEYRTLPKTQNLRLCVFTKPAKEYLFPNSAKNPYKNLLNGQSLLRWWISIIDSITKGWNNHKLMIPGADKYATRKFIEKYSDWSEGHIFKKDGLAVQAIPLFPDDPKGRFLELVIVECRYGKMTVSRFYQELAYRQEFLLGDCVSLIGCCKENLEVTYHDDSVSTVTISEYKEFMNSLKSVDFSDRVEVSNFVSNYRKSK
# CDK5 inh = inhibitors of human CDK5/p35 kinase, primary screen, biochemical, single concentration. Recombinant CDK5/p35, ADP-Glo luminescence, 60 min. inhibition, % at 10 µM. 330,000 compounds, 0.01% hits;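 active means highest replicate inhibition of at least 50% and at least 75% of replicates reaching 50%; inconclusive means only one of the two criteria met; inactive means both criteria failed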;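 further: plate controls were DMSO neutral control for no effect and GW8510 at 10 µM for full effect; many of its hits are not listed in these tables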
# The depositor's hits bear a star; ? = inconclusive; · = not tested or not shown.
SMILES,dFosB act,NSD2 HMT inh,C-LANA FP,PfHsp90 set2,Mot1-301 SUMO,cardiac RTF act,Keap1-Nrf2 PPI,RTF Ca sens inh,PvdQ inh,Rtt109 Vps75,CDK5 inh
O=C(c1ccc([N+](=O)[O-])cc1)N1CCCC1,-1,1,-0.1,8,-6,-3,-6,8,-12,-6,1.4
COc1cc2c(cc1OC)C(c1ccc(Br)cc1)CC(=O)N2 (configuration not stated),-8,3,0.4,0,-4,1,0,-4,-18,5,-0.3
C=CCNS(=O)(=O)c1ccc2c(c1)n(C)c(=O)n2C,-4,-2,0.3,-28,1,-1,-1,-7,-3,2,0.6
Cc1oc(-c2ccc(Cl)cc2)nc1CN1CCCC(C(=O)NCCCN2CCCC2=O)C1 (configuration not stated),1,·,0.6,2,-1,2,-2,-8,-11,9,-0.8
CCn1ccc(-c2ccccc2)c(C#N)c1=O,0,1,-0.4,1,4,4,-1,-9,8,4,0.2
Cc1cc2nc3c(=O)[nH]c(=O)[nH]c3nc2c([N+](=O)[O-])c1N,-22,·,109*,-4,·,140*,89*,-133,-1,6,1.5
Cc1ccc2nc3c(cc(C(=O)NCCc4ccccc4)c(=N)n3CCCN3CCOCC3)c(=O)n2c1,-12,2,-1.8,-9,0,1,-4,-22,-17,-22,1.0
O=C(N/N=C/C(Cl)=C/c1ccccc1)c1cnccn1,-10,-9,-0.6,8,3,1,-5,-7,-7,1,-0.4
COc1ccc(-c2c([C@H]3[C@@H]4C=CCC[C@@]4(C)C(=O)N3Cc3ccccc3)ccc3ccccc23)cc1OC,-14,·,1.4,40,-6,1,-7,0,-18,-5,2.6
COC(=O)c1ccccc1NC(=O)CC#N,5,0,1.5,12,226,2,-1,-9,-3,-2,-0.3
c1ccc(CNc2nnnn2-c2ccccc2)cc1,8,0,0.4,16,-7,0,-1,-4,-9,9,-0.2
COc1ccc(CCNC(=O)C2CC(c3ccc([N+](=O)[O-])cc3)=NO2)cc1 (configuration not stated),3,·,0.7,-1,0,-1,2,3,-5,-19,1.3
CCOC(=O)c1c(C)[nH]c(C(=O)OCC(=O)Nc2ccccc2)c1C,27*,-2,2.1,·,5,-3,-7,0,7,-3,-1.1
CCOC(=O)CSc1nnc(CNc2nc(-c3ccccc3)cs2)n1C,-5,2,2.2,-2,-2,-4,-2,0,2,5,-0.7
CCNC(=O)/C(=C/c1cccc([N+](=O)[O-])c1)NC(=O)c1ccc(C)cc1,-1,-4,0.8,·,-1,-1,4,5,-12,-3,0.6
O=C1CC(=C2c3ccccc3-c3ccccc32)C(=O)N1CCN1CCN(c2ccccc2)CC1,-11,6,0.0,-20,16,0,-3,-3,-17,-5,1.7
CCOC(=O)N1CCN(C(=O)C2CCN(S(=O)(=O)N3CCC4(CC3)OCCO4)CC2)CC1,1,-1,-0.7,13,29,-4,3,-4,2,7,0.6
COc1cccc(C(=O)Nc2cc(NC(=O)c3ccco3)ccc2OC)c1,-4,0,-2.2,12,0,0,-1,4,0,0,0.0
CCCCC(CC(C)O)c1n[nH]c(=S)n1-c1ccccc1 (configuration not stated),-2,20,0.7,6,1,13,-5,-8,1,2,-3.1
COc1ccc(COC(=O)c2ccc(Br)c(S(=O)(=O)N3CCOCC3)c2)cc1F,-5,2,-0.4,-1,-29,-3,-8,7,-2,6,-3.2
NC(=O)COC(=O)[C@@H]1CC(O)CN1S(=O)(=O)c1ccc2c(c1)OCCO2 (some centres not stated),-2,0,-2.7,2,-23,2,-2,-1,6,31,-1.4
Cc1ccc2nc(-c3ccc(NC(=O)CSc4nccc(=O)[nH]4)cc3)sc2c1,-2,-7,2.1,8,12,-6,-4,5,-6,-5,0.4
C=CCc1c(C)nc(SC)nc1Nc1ccc(C(C)=O)cc1,-17,-1,-0.1,-3,-12,-2,1,-2,12,10,2.7
O=c1ccn([C@@H]2O[C@H](CNCc3ccc(-n4cccn4)cc3)[C@@H](O)[C@H]2O)c(=O)[nH]1,0,·,2.0,16,·,2,-10,-4,-21,-8,-2.5
CC1CCCC(NC(=O)CCC(=O)c2ccc(F)cc2)C1C (configuration not stated),-2,2,1.5,12,56,1,-1,-2,18,21,2.1
CC(=O)NC(CC(=O)NC12CC3CC(CC(C3)C1)C2)c1ccccc1 (configuration not stated),-4,-2,0.8,-19,38,5,-1,-17,-16,0,-3.2
O=[N+]([O-])c1nn(-c2ccc3c(c2)OCCO3)n(O)c1=NCc1ccc(F)cc1Cl,-9,2,0.1,6,7,3,4,-14,8,2,0.2
CCCCCCC(=O)c1c(C)[nH]c(C(=O)OCC)c1C,-10,-1,1.7,-11,4,3,0,0,0,0,-8.4
NC(=O)c1oc2ccccc2c1NC(=O)C1COc2ccccc2O1 (configuration not stated),?,-3,1.6,7,-5,4,-1,-6,-3,5,-0.8
O=C(CCSc1ccc(Cl)cc1)c1cccs1,-8,2,-0.1,-5,·,4,2,0,-3,-9,-0.1
CN(C)C(=O)c1ccc(-c2nnc(OCc3nc4ccccc4n3C)c3ccccc23)cc1,-1,1,-0.2,-14,·,-1,1,0,-2,-7,1.1
O=C(Cc1ccc(Cl)cc1)Nc1ccc(Br)cc1,-7,2,-1.4,-6,19,6,-3,-1,8,1,3.2
O=S(=O)(CCc1nc2ccccc2[nH]1)c1ccc(Cl)cc1,-3,1,1.8,3,-1,-1,-4,-18,-2,-4,-0.5
CN(C)/C=N/c1sc2c(c1C#N)CCCC2,-4,7,-0.2,24,7,11,-7,0,-11,1,-4.0
CCOc1ccc(C2C(C(=O)c3ccco3)=C(O)C(=O)N2Cc2cccnc2)cc1 (configuration not stated),5,-3,-0.4,·,-16,8,4,-9,-4,8,0.7
Cc1cccc2c1c1ccc3c(c1n2C)C(=O)C=CC3=O,-17,-2,-1.1,38,·,1,-4,-16,-16,-6,-3.0
CN(C)c1ccc(C(=O)OCC(=O)Nc2cccc(S(=O)(=O)N3CCCC3)c2)cc1,-10,1,1.7,11,-3,0,-2,-13,-12,6,-3.1
Cc1csc(=O)n1CC(=O)OCC(=O)Nc1cc(S(=O)(=O)N2CCOCC2)ccc1Cl,0,0,-0.2,21,-8,-10,-2,-17,-10,4,-1.2
Cn1c(=O)c2c(nc(SCC(=O)Nc3ccccc3)n2C)n(C)c1=O,-6,·,-0.6,-32,14,9,0,-3,-18,-4,2.0
O=C1c2ccc(Br)cc2C(=O)N1c1ccc(Cc2ccncc2)cc1,-15,1,-0.8,-18,·,6,6,-7,3,10,0.0
CCc1ccc(-c2nc(CS(=O)CC(=O)NCc3cccnc3)c(C)o2)cc1 (configuration not stated),2,2,-1.3,-6,16,2,-6,4,-1,-14,0.1
CSc1ccc(C2NN=C(c3ccccc3)S2)cc1 (configuration not stated),-3,-2,0.0,3,-7,·,0,·,6,-8,4.5
CCOc1cc(C2c3c(n[nH]c3C)C(=O)N2c2ccc(C)cc2)ccc1O (configuration not stated),-4,-2,0.5,21,-3,-3,-3,-8,-9,0,0.2
O=C(Nc1ccc(S(=O)(=O)N2CCCCC2)cc1)C1CC(=O)N(Cc2ccccc2)C1 (configuration not stated),-9,1,-0.6,·,273,0,-6,-14,-15,6,0.4
CN1CCN(C(=O)CNc2ccc(C(F)(F)F)cc2[N+](=O)[O-])CC1,-7,4,0.9,-11,5,4,5,3,-2,-9,-1.0
O=C(CCNC(=O)c1ccccc1Cl)NNC(=O)c1ccccc1O,-1,3,2.9,12,8,2,-3,-2,-14,-3,-0.2
Cn1c(N=Nc2ccccc2)nc2ccccc21,6,8,1.9,12,-44,-5,3,5,6,9,38
FC(F)(F)c1n[nH]c(=S)n1/N=C/c1ccco1,1,0,2.6,·,3,3,4,-4,-7,0,-0.5
COC(=O)CN(c1cc(OC)ccc1OC)S(=O)(=O)c1ccc(OC)c(OC)c1,-1,·,-1.0,-10,·,17,-4,-4,1,-2,-8.3
CCCCN1C(=O)C(=O)N(CC(=O)c2ccc[nH]2)C1=O,-2,0,0.9,·,-8,11,-3,-7,-13,-4,1.6
CCc1cccc(NC(=O)c2sc3nc4n(c(=O)c3c2C)CCC4)c1,-13,2,0.9,15,10,0,-3,-8,-5,-13,-0.9
Cc1ccc2[nH]c(=O)c(C(c3nnnn3CC3CCCO3)N3CCOCC3)cc2c1 (configuration not stated),3,-2,0.8,-8,53,-1,-7,-1,1,8,-0.1
O=C(COC(=O)c1cccc(-n2cnnn2)c1)c1ccc(F)cc1,-5,-3,-1.3,·,51,6,-4,-3,-5,3,-0.4
Cc1cccc(N=C2NC(=O)/C(=C/C=C/c3ccco3)S2)c1C,-1,14,2.9,21,20,-12,-4,11,2,-5,-1.1
COC(=O)c1ccc(Oc2c(F)c(F)nc(N3CCOCC3)c2F)cc1,-18,-5,-0.2,-2,-21,19,-3,-19,-2,-3,-0.4
COCCCNC(=O)C1CCN(C(=O)c2cc3sccc3n2Cc2ccc(F)cc2)CC1,-4,-2,0.0,-3,-12,-2,-2,0,-18,13,1.7
CCN(CC)CCNC(=O)C1CCCCN1S(=O)(=O)c1cccc([N+](=O)[O-])c1 (configuration not stated),3,11,-0.4,12,-12,-2,5,2,-2,-1,-1.2
CC(C)NC(=O)c1ccc(COCC(F)(F)C(F)F)cc1,-3,-1,-0.9,11,-4,3,-1,-4,11,6,2.3
C/C(=N\NC(=O)c1ccc([N+](=O)[O-])c(C)c1)c1ccccc1Cl,-3,0,-3.6,-9,-2,-4,2,-2,0,0,-0.8
